RGS4 inhibitor – blocks human RGS4-accelerated GTP hydrolysis; 390,000 tested, 0.039% active; Potency, µM (series often up to 114 µM), for inactives: at the top dose activity change, negative = inhibition, most hits filed as inhibitors; Transcreener GDP fluorescence polarization, RGS4-accelerated GTP hydrolysis; note: potency is the fitted concentration of half-maximal effect; % is set by controls: 0 for no effect and ±100 for the full control effect; nearly all actives have a fitted effect of over 75% in size; some results filed as inactive show a strong effect at the top dose
Target sequence (P49798 whole entry, looked up): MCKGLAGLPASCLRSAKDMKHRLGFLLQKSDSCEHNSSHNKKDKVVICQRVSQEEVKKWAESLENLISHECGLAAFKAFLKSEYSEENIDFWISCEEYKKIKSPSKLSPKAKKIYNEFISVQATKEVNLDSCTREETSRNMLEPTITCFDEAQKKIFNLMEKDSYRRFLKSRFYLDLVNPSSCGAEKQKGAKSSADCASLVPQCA
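MLSMR compounds (23 nl, pin-transferred) preincubated 10 min at room temperature with a 500nM (2x) first reagent, then RGS4 at 900nM (2x) plus Transcreener GDP mix added; fluorescence polarization (620/688 nm) read before and after 90 min at 30 °C.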
GRP78 ERSR act – induces the endoplasmic reticulum stress response in human glioma cells. AID 602332. U87-MG GRP78 promoter luciferase reporter, 16 h. Potency, µM, inactives show at the highest dose activation, actives largely listed as activators. 420,000 tested, 0.02% active; note: potency is the fitted concentration of half-maximal effect; series mostly up to about 76 µM; % of control where 0% means no effect; nearly all actives have a fitted effect of over 35% in size
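Stably transfected U87-MG glioma cells carrying a GRP78-based luciferase sensor; 16 h compound incubation. Luminescence end-point read 10 min after Bright-Glo addition at room temperature.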
LDHA block – blocks human lactate dehydrogenase A. P00338. purified LDHA, NADH/diaphorase-resazurin fluorescence; stronger effect = lower value. activity change, % (values are at about 110 or 230 µM). 480,000 tested, 0.15% active. AID 1347041; in the data active = activity change below about -30%; inconclusive = mostly about -25% to -30%;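 note: plate controls were DMSO wells for no effect and wells without enzyme for full effect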
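Enzyme activity of human lactate dehydrogenase 5 (2 nM; 0.06 mM NADH, 0.2 mM pyruvate, 5 min, RT) is measured via a resazurin/diaphorase fluorescence readout of residual NADH.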
rTrxR1 inhibitor – blocks rat thioredoxin reductase 1. recombinant rTrxR1, NADPH fluorescence consumption, selenite substrate. Potency, µM (top dose mostly 114 µM), without a hit: at the highest dose activity change, negative = inhibition, hits mostly inhibitors. 390,000 tested, 1% active. AID 588453; note: potency is the fitted concentration of half-maximal effect; % is set by controls: 0 for no effect and ±100 for the full control effect; nearly all actives have a fitted effect of over 65% in size
Target sequence (O89049 whole entry, looked up): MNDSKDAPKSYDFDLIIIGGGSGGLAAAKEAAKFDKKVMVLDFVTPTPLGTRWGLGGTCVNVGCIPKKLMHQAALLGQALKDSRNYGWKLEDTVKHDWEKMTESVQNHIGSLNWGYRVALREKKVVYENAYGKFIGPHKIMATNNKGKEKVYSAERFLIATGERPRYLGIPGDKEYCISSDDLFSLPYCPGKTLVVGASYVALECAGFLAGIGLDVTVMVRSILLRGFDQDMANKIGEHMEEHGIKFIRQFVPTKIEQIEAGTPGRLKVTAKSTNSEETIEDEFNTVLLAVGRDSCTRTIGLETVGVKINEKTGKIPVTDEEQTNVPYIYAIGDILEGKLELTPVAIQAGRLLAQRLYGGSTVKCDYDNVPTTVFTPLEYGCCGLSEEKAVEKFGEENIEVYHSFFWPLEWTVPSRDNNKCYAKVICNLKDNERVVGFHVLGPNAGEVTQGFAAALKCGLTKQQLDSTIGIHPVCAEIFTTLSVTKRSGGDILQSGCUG
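Rat TrxR1 (90 nM in the dispensed reagent) was pre-reduced with 400 uM NADPH for 5 min at room temperature, then incubated with compound for 15 min. After 400 uM selenite was added, NADPH fluorescence (Ex 340/Em 450 nm) was followed for 8 min.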
Vif-APOBEC3F blk – Vif-A3F binding inhibition | HeLa A3F-eYFP + Vif (tagged APOBEC3F with the HIV-1 protein that degrades it), YFP fluorescence increase | Potency, µM (series often up to 46.1 µM), for inactives: top-dose activity, negative = active | 390,000 tested, 0.2% active; note: potency is the fitted concentration of half-maximal effect; % of control where 0% means no effect; nearly all actives have a fitted effect of over 65% in size
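HeLa cells stably expressing Vif plus C-terminally eYFP-tagged A3F were seeded, incubated overnight at 37 deg C, dosed with compound, incubated overnight again at 37 deg C. Yellow fluorescence (Ex 488/Em 500-530) reported blocked Vif-mediated A3F-eYFP degradation.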
Vif-APOBEC3G blk – Vif-A3G binding inhibition; HeLa A3G-eYFP + Vif (tagged APOBEC3G with the HIV-1 protein that degrades it), YFP fluorescence, overnight; 410,000 tested, 0.076% active; Q9HC16; Potency, µM (top dose mostly 46.1 µM), for the others: at the top dose activity, negative = active, actives largely listed as inhibitors;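 note: potency is the fitted concentration of half-maximal effect; % is set by controls: 0 for no effect and ±100 for the full control effect; nearly all actives have a fitted effect of over 60% in size; hits raise eYFP signal because A3G escapes Vif-driven loss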
Target sequence (Q9HC16 whole entry, looked up): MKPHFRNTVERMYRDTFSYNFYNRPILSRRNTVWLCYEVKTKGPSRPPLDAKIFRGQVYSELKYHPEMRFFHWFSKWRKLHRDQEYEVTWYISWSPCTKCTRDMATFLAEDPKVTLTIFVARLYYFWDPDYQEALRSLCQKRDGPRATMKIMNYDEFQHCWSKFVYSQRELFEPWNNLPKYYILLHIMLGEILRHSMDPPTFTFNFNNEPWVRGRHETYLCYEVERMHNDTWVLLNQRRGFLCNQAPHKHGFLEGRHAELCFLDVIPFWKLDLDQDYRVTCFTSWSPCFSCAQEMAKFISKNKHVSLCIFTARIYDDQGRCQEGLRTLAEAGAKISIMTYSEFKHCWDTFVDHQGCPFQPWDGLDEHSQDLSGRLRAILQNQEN
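HeLa cells stably expressing Vif and C-terminally eYFP-tagged A3G, seeded overnight at 37 deg C, then exposed to compound by pintool overnight at 37 deg C. Rise in yellow fluorescence (Ex 488/Em 500-530, Acumen) marks blocked Vif-driven A3G degradation.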
TrxR1 substrate – is turned over as a substrate by rat TrxR1. AID 588456. O89049. purified TrxR1 substrate turnover, NADPH consumption readout. Potency, µM (top dose mostly 114 µM), inactives show at the top dose activity change, negative = substrate turnover. 390,000 tested, 0.01% active; note: potency is the fitted concentration of half-maximal effect; % is set by controls: 0 for no effect and ±100 for the full control effect; nearly all actives have a fitted effect of over 50% in size
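Rat TrxR1, dispensed at 90 nM, was prereduced with 400 uM NADPH (final) for 5 min at ~22 deg C, then incubated with compound 15 min before 400 uM selenite. A first-read NADPH fluorescence drop versus no-compound background flagged substrates.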
IDH1 R132H inh – inhibitors of human mutant IDH1 R132H; 390,000 tested, 0.093% active; Potency, µM (titrated, usually from 76.6 µM), for the others: top-dose activity change, negative = inhibition, most hits filed as inhibitors; IDH1-R132H enzyme, NADPH consumption, diaphorase/resazurin fluorescence; AID 602179; O75874; note: potency is the fitted concentration of half-maximal effect; % is set by controls: 0 for no effect and ±100 for the full control effect; nearly all actives have a fitted effect of over 65% in size
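IDH1-R132H (0.5 ug/mL) preincubated 30 min with compound, then NADPH (0.016 mM) and alpha-KG (2 mM) added; 80 min at RT, pH 7.5. Remaining NADPH coupled via diaphorase/resazurin to fluorescence (540/590 nm); concentration-response curves normalized to no-enzyme control.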
USP1-UAF1 inh – blocks the human USP1/UAF1 deubiquitinase complex; 390,000 tested, 0.23% active; O94782; Potency, µM (series often up to 57.1 µM), without a hit: top-dose activity change, negative = inhibition, most hits filed as inhibitors; recombinant USP1/UAF1, Ub-Rhodamine cleavage fluorescence; note: potency is the fitted concentration of half-maximal effect; % is set by controls: 0 for no effect and ±100 for the full control effect; nearly all actives have a fitted effect of over 60% in size; inactives centre near -12
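Step one: compound is pinned into 1nM USP1/UAF1 in HEPES pH 7.8 buffer with TCEP. Step two: 15 min room-temperature incubation. Step three: Ub-Rho (150nM final) starts cleavage, tracked by fluorescence over six one-minute reads.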
* = called active by the depositor; u = inconclusive; x = not tested or not shown; [ ] = another dose, or the depositor's remark. Unless noted, calls come from the whole dose curve; as a rule, active = well fitted curve in the direction sought with a large enough effect; inconclusive = small, poorly fitted or top-dose-only effect, or another doubt; inactive = no such curve, though single readings can be large; an effect the other way counts as inactive or inconclusive.

Molecule	RGS4 inhibitor	GRP78 ERSR act	LDHA block	rTrxR1 inhibitor	Vif-APOBEC3F blk	Vif-APOBEC3G blk	TrxR1 substrate	IDH1 R132H inh	USP1-UAF1 inh
Cc1cn([C@H]2C[C@H](O)[C@@H](CNCc3ccc(F)c(N4CCOCC4)c3)O2)c(=O)[nH]c1=O	x	-5%	-4	x	-1%	1%	x	6%	-24%
CCc1ccc(C(=O)COC(=O)CNC(=O)CNS(=O)(=O)c2ccccc2)cc1	24%	2%	-6	-5%	-8%	0%	-3%	3%	-15%
CCCn1nnnc1NCc1ccc(N(CC)CC)cc1	-6%	0%	0	9%	9%	2%	-4%	-4%	-9%
CC(C)(CNC(=O)c1ccc([N+](=O)[O-])c(Cl)c1)CNC(=O)c1ccc([N+](=O)[O-])c(Cl)c1	-2%	-7%	-5	16%[57.1 µM]	-7%	-14%	-8%	3%	0%
CCOC(=O)c1ccc(N=c2scc(C)n2CC)cc1	-39%	2%	0	-2%	-10%	-2%	-2%	2%	-9%
Nc1cccc(C(=O)OCC(=O)c2ccccc2)c1	-12%	1%	-4	-10%[11.4 µM]	-17%	4%	-7%[11.4 µM]	10%	-22%
CCOC(=O)CN1C(=O)C(O)(C2CCc3ccccc3C2=O)c2ccccc21 (stereo not given)	-3%	-5%	1	-8%	0%	-2%	-6%	5%	-13%
Cc1ccc(CCNC(=O)CSCc2nc(-c3ccc(C)cc3)oc2C)cc1	-17%	-4%	4	5%	5%	5%	0%	19%	8%
COC(=O)c1c(C)oc2ccc(N(C(=O)c3ccncc3)S(=O)(=O)c3ccc(C)cc3)cc12	-39%	-2%	-5	8%[57.1 µM]	-9%	u	7%[57.1 µM]	2%	-24%
Cc1cc(C)nc(NS(=O)(=O)c2ccc(NC(=O)c3ccc4c(c3)OCCO4)cc2)n1	-7%	1%	3	9%[57.1 µM]	u	-5%	-11%[57.1 µM]	8%	-10%
Nc1nc2ccc(Br)cc2o1	-16%	-3%	-10	3%	1%	-5%	0%	-1%	1%
COCCCn1cnnc1SCC(=O)Nc1ccc(S(=O)(=O)N2CCCC2)cc1	-13%	2%	-3	-4%	-6%	0%	-7%	2%	-6%
Cn1cnnc1SCC(=O)c1ccc2c(c1)OCO2	-2%	-1%	2	4%[57.1 µM]	-5%	2%	5%[57.1 µM]	3%	-15%
CN(C)/C=C1\N=C(c2cccnc2Oc2ccc(Cl)cc2)OC1=O	13%	1%	-4	-16%	-19%	-1%	-7%	0%	-20%
CCc1ccc([C@@H]2CC=C(C(=O)O)[C@H](c3ccc(Cl)cc3)N2S(=O)(=O)c2ccc(C)cc2)cc1	-3%	5%	-6	14%	u	-10%	3%	u	u
CCOC(=O)c1c(N)sc(-c2ccccc2)c1C	u	5%	16	-31%	-9%	-5%	-16%	5%	-2%
O=C(NCCNc1nccc(C(F)(F)F)n1)c1cccs1	-11%	-5%	0	20%	-4%	0%	0%	2%	-17%
O=C(O)c1ccc(/C=N/n2c(C3CCCCC3)n[nH]c2=S)cc1	-18%	-2%	-1	u	0%	-4%	-5%	-7%	-10%
CC(C)(C)C(=O)NNC(=O)c1cc(C(C)(C)C)nn1Cc1ccccc1	-6%	-1%	-4	8%[57.1 µM]	13%	2%	3%[57.1 µM]	2%	-15%
O=C(Cn1cncn1)N/N=C/c1ccc(Cl)cc1	-21%	-4%	-8	-11%	3%	0%	-5%	-6%	-19%
Cc1sc2ncnc(N3CCC(C(=O)Nc4sc5c(c4C(N)=O)CCC(C)C5)CC3)c2c1C (stereo not given)	-20%	-6%	2	5%	-8%	-13%	5%	14%	-9%
CC#CCN1c2ccccc2[C@]23C[C@@H](C(=O)OC)N(C(=O)OCC)C2=NC(C(=O)OC)=C(C(=O)OC)[C@H]13	-4%	-6%	1	0%	-1%	-5%	2%	13%	-21%
CCOC(=O)COc1c(-c2ccc(OC)cc2)oc2ccccc2c1=O	-28%	0%	-4	2%[57.1 µM]	-2%	0%	73%[activator]	5%	-21%
CC1Cc2cc(S(=O)(=O)CCC(=O)Nc3ccc(OC(F)(F)F)cc3)ccc2N1C(=O)C1CC1 (stereo not given)	-35%	-4%	-9	10%	0%	-2%	-2%	-6%	-20%
O=C(Nc1ccccc1C(=O)O)c1cc(S(=O)(=O)Nc2cccc(F)c2)ccc1Cl	3%	3%	-10	2%	0%	0%	-7%	6%	-13%

Next part (2 carried over from the part before).
Molecule	RGS4 inhibitor	GRP78 ERSR act	LDHA block	rTrxR1 inhibitor	Vif-APOBEC3F blk	Vif-APOBEC3G blk	TrxR1 substrate	IDH1 R132H inh	USP1-UAF1 inh
CC1Cc2cc(S(=O)(=O)CCC(=O)Nc3ccc(OC(F)(F)F)cc3)ccc2N1C(=O)C1CC1 (stereo not given)	-35%	-4%	-9	10%	0%	-2%	-2%	-6%	-20%
O=C(Nc1ccccc1C(=O)O)c1cc(S(=O)(=O)Nc2cccc(F)c2)ccc1Cl	3%	3%	-10	2%	0%	0%	-7%	6%	-13%
COC(=O)Cc1cc(=O)[nH]c(/N=C(\N)Nc2ccc(C)cc2)n1	15%	-2%	-12	4%[11.4 µM]	-2%	2%	9%[11.4 µM]	9%	u
CCCCCN(C(=O)CCC(=O)OCc1cccc(Br)c1)c1c(N)n(CCCC)c(=O)[nH]c1=O	-1%	-3%	-1	-2%	3%	-1%	-4%	0%	-12%
O=C(Nc1ccc(S(=O)(=O)N(Cc2ccccc2)c2ccccc2)cc1)c1ccccc1F	-9%	-4%	-4	21%	3%	-1%	-3%	16%	-7%
CCCNC(=O)N(C)C[C@@H]1Oc2cc(C#C[C@H](C)O)ccc2S(=O)(=O)N([C@H](C)CO)C[C@H]1C	x	-5%	2	x	-2%	-1%	x	20%	-3%
N#Cc1c(Cl)nc(-c2ccncc2)nc1-c1ccccc1	24%	2%	-13	9%[2.29 µM]	-9%	4%	2%[2.29 µM]	-10%	-8%
Cc1c(Cl)cccc1NC(=S)N=Nc1c(O)n(CN2CCOCC2)c2ccccc12	3%	1%	-5	7%	-24%	0%	-1%	5%	-16%
CSc1nc(O)c(N=Nc2ccc(F)cc2F)c(=O)[nH]1	8%	-11%	-1	-7%	8%	-6%	-17%	-4%	-16%
CCc1nnc(NC(=O)CCC(=O)NC2CC2)s1	1%	-4%	2	4%	0%	-3%	0%	4%	-8%
Cc1cc(C)nc(SC(C)C(=O)Nc2ccc(S(N)(=O)=O)cc2)n1 (stereo not given)	6%	-5%	-1	8%	4%	1%	-1%	4%	-19%
O=C(CCCn1cnc([N+](=O)[O-])n1)Nc1ccc(F)c(Cl)c1	-25%	-1%	-15	-11%	-1%	3%	-7%	-2%	-18%
CCC(C)NC(=O)C1(N2C(=O)c3ccccc3C2=O)CCCC1 (stereo not given)	-16%	-3%	-2	18%[57.1 µM]	5%	0%	-5%	8%	-14%
NCCOc1ccc(C23CC4CC(CC(C4)C2)C3)cc1	-1%	-15%	-12	15%	2%	6%	-2%	-1%	-22%
COc1cccc(NC(=O)Cc2ccc3ccccc3c2)c1	12%	1%	-6	16%	-1%	1%	-4%	5%	-1%
COC(=O)c1cc(Br)ccc1NC(=O)Nc1ccc(C)cc1	-11%	-1%	-8	6%	-4%	-9%	-1%	-9%	-18%
CCOC(=O)C1=C(COC(=O)[C@@H](NC(=O)c2cccc(C)c2)C(C)C)NC(=O)NC1C (stereo not given in full)	15%	-1%	-5	16%	-5%	0%	11%	2%	-17%
Fc1ccc(C2CCCN2Cc2nc(CC3CC3)no2)cc1 (stereo not given)	9%	0%	-1	21%	6%	-3%	9%	7%	-21%
O=C(CSc1nc(-c2cccs2)nc2cc(=O)[nH]n12)Nc1ccccc1	-26%	-2%	8	11%[57.1 µM]	u	-16%	20%[57.1 µM]	-4%	-18%
Cc1onc(COc2ccccc2O)c1Br	-12%[11.4 µM]	1%	-8	9%[57.1 µM]	0%	-6%	-6%	4%	-16%
COc1ccc2[nH]c3c(=O)n(Cc4ccc(C(=O)N5CCCC5)cc4)c(=S)[nH]c3c2c1	-83%[56.9 µM]	1%	2	19%	-2%	-1%	1%	-2%	-12%
CCOc1cccc(CNc2ccc(O)cc2)c1OCc1ccc(Cl)cc1	u	-4%	35	45µM*	4%	1%	-12%	8%	25µM*
O=C(c1ccco1)N1CCN(C(=O)C23CC4CC(CC(C4)C2)C3)CC1	26%	-1%	-9	-8%	6%	3%	-6%	0%	1%
Cc1noc(NS(=O)(=O)c2ccc(NC(=O)CC34CC5CC(CC(Br)(C5)C3)C4)cc2)c1C	-3%	-5%	-46*	-15%	x	-7%	-11%	-7%	-8%
Cc1ccc(Nc2nc(N)c([N+](=O)[O-])c(NCCO)n2)cc1C	-13%	-1%	-10	-1%[57.1 µM]	10%	1%	2%[57.1 µM]	-2%	10%
CCN(CC)CCn1c(NCc2ccc3c(c2)OCO3)nc2ccccc21	4%	-3%	-1	20%	0%	5%	-1%	-8%	-17%
CCOc1ccc(C(=O)Nc2ccc3oc(-c4ccc5ccccc5c4)nc3c2)cc1	3%	3%	-3	17%	-11%	3%	20%	-16%	2%

Screening data as filed in PubChem.

An excerpt, so the mix of outcomes need not match the whole.
